Screening data: PubChem BioAssay, National Center for Advancing Translational Sciences (NCATS)
KCNH2 WT inh: blocks the wildtype human KCNH2 potassium channel. Q12809. U2OS, BacMam KCNH2, thallium flux FluxOr; stronger effect = lower value. activity change, % at 1.84 µM. 0.37% of 340,000 active;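 active means maximum activity change below -70%; inconclusive means maximum activity change between -70% and -50%; inactive means maximum activity change above -50%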; further: on the % scale 0 is the no-effect control and ±100 the full control effect
Target sequence (Q12809 whole entry, looked up): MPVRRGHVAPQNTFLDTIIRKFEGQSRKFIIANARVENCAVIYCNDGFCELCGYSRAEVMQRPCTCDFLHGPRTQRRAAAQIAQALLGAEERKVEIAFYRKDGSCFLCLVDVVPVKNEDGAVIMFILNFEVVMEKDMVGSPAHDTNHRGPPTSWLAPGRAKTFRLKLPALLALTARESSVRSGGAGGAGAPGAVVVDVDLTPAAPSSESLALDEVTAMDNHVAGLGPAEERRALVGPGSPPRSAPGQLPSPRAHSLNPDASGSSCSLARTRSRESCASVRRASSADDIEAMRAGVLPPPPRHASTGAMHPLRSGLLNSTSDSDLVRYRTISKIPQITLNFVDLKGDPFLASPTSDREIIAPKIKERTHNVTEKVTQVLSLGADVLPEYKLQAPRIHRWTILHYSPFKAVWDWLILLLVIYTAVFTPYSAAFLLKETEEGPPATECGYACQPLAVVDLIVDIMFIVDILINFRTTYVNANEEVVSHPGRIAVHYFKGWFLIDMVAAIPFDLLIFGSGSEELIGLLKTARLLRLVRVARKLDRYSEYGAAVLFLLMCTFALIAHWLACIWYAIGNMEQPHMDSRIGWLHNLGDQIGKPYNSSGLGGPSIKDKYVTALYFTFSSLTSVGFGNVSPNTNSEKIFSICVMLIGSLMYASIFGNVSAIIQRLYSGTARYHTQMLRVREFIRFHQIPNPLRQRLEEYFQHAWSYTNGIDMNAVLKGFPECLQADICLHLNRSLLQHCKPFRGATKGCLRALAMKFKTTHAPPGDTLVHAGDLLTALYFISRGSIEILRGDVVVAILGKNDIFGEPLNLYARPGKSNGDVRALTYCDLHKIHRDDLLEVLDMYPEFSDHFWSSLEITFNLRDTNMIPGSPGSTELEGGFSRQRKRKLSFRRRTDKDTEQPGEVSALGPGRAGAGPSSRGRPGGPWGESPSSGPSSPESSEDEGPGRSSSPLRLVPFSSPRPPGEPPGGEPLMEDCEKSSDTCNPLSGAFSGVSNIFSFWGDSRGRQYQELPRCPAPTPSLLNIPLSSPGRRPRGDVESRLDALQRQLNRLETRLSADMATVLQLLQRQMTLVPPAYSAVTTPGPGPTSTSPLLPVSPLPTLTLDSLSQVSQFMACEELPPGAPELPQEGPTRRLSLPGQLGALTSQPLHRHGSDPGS
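U2OS cells transduced with wild-type KCNH2 virus are loaded with FluxOr dye for 45 min, and thallium flux is measured in kinetic reads before and after stimulation buffer. Rate constants are normalized to DMSO controls.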
MLL CXXC-DNA inh: MLL CXXC-DNA interaction inhibition. MLL-CXXC / FITC-HOXA9 DNA fluorescence polarization. 0.037% of 290,000 active. Q03164. Potency, µM (doses to about 115 µM), inactives show at the highest dose activity change, negative = inhibition, actives largely listed as inhibitors; active means well fitted inhibition curve with a large enough effect in the polarisation, with a control signal flat, not every such curve was filed as active; inconclusive means small, poorly fitted or top-dose-only effect, or effect the other way, or a change in a side signal; inactive means no such curve, though single readings can be large or run the other way; the % refers to the polarisation; further: potency means the concentration at half of the fitted maximal effect
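Steps: dispense CXXC domain solution (7 uM) → pin compounds or unlabeled HOX-A9 DNA control → 5 min ambient → add FLSN-HOX-A9 solution (50 nM) → spin → 30 min ambient → fluorescence polarization. Tris pH 7.5/NaCl/DTT/BSA buffer.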
USP2a block: inhibitors of human ubiquitin-specific protease USP2a; O75604; Potency, µM (titrated, usually from 38.3 µM), inactives show top-dose activity change, negative = inhibition, most hits filed as inhibitors; USP2 core, Ub-CHOP2 coupled fluorogenic reporter, 485/531; 0.01% of 330,000 active;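 further: potency means the concentration at half of the fitted maximal effect; plate controls were DMSO wells for no effect and full inhibition by NEM control for full effect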
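USP2 core (10nM final) preincubated 30min RT with compound in 20mM Tris-HCl pH 8.0, 2mM CaCl2, 2mM beta-mercaptoethanol, 0.05% CHAPS; 25nM Ub-CHOP2 plus 25nM reporter substrate added, fluorescence (Ex485/Em531) read after 60min.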
Menin-MLL TR inh: displaces Texas Red mutant MLL peptide from human menin | AID 1768 | Potency, µM (top dose mostly 61.6 µM), without a hit: at the top dose FP activity change, negative = inhibition, usual class: inhibitors | Menin + Texas Red MLL mutant peptide, fluorescence polarization | O00255 | 0.23% of 270,000 active; active means well fitted inhibition curve with a large enough effect in the polarisation, with a control signal flat, not every such curve was filed as active; inconclusive means small, poorly fitted or top-dose-only effect, or effect the other way, or a change in a side signal; inactive means no such curve, though single readings can be large or run the other way; the % refers to the polarisation; further: potency means the concentration at half of the fitted maximal effect; % of control where 0% means no effect; many of its hits are not listed in these tables
KCNH2 3.1 block: inhibitors of human KCNH2 3.1 potassium channel isoform; U2OS KCNH2 3.1, thallium flux FluxOr; stronger effect = lower value; 0.95% of 340,000 active; AID 720553; activity change, % (tested at about 1.8 µM);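 active means maximum activity change below -70%; inconclusive means maximum activity change from -70% to -50%; inactive means maximum activity change above -50%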;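 further: thallium influx rate constant from kinetic fluorescence after stimulation buffer; on the % scale 0 is the no-effect control and ±100 the full control effect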
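Steps: virus added to U2OS suspension (4 h, RT, dark); medium with 10% FBS added, cells plated, 37 C overnight; FluxOr/Red40 loading buffer 45 min RT; stimulation buffer, 2 min kinetic read; rate constant normalized.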
B2AR arrestin: recruits beta-arrestin to the human beta2-adrenergic receptor; P07550; beta-arrestin recruitment to beta2AR, cell-based reporter; Potency, µM (doses to about 46.1 µM), without a hit: top-dose activation, usual class: activators; 0.02% of 330,000 active; AID 492947;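 further: potency means the concentration at half of the fitted maximal effect; 0% = DMSO controls and full agonism = EC100 isoproterenol or metaproterenol; nearly all actives have a fitted effect of over 65% in size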
GALK inh: galactokinase (human) inhibition; AID 1868; Potency, µM (top dose mostly 57.5 µM), for the others: at the top dose activity change, negative = inhibition, hits mostly inhibitors; P51570; Purified GALK, Kinase-Glo residual ATP luminescence; 0.007% of 270,000 active; further: potency means the concentration at half of the fitted maximal effect; on the % scale 0 is the no-effect control and ±100 the full control effect
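Compounds were pin-transferred into ATP buffer (35 uM final), then GALK plus galactose (5 nM, 100 uM final) was added. After 1 h at room temperature, Kinase-Glo Plus was added and luminescence read after 10 min.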
TRPV1 ag: agonists of human vanilloid receptor 1 (TRPV1); 0.19% of 320,000 active; activation, % at 8.33 µM; TRPV1-expressing cells, Fluo-8 calcium influx, agonist mode; Q8NER1; in the data active means activation above about 80%; inconclusive means between about 30% and that limit; further: 0% is about no effect
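Fluo-8 calcium influx in TRPV1-expressing cells, kinetic read (ex 480/em 520 nm). Compound added and read 3 min for agonist activity, followed by capsaicin at EC20 final and 2 min further read for enhancement.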
FBPA coupling cs: coupling enzyme interference in Giardia aldolase counter-screen. coupling enzyme system counterscreen, AmpLite Red fluorescence. activity change, negative = inhibition, % at 58.2 µM, hits read low. 0.67% of 290,000 active. AID 2472; in the data active means activity change below about -30%; further: on the % scale 0 is the no-effect control and ±100 the full control effect
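Fluorescence at 525 nm excitation and 598 nm emission measured inhibition of the coupled detection system without aldolase. Compounds (at 57.5 uM final) were preincubated 10 min at room temperature with coupling enzyme reagent before a 20 min substrate/AmpLite Red step.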
Giardia kill: kills Giardia lamblia; Giardia lamblia trophozoite viability; activity change, % at 7.66 µM, hits read low; 0.15% of 340,000 active; AID 540267; in the data active means activity change below about -80%; inconclusive means between about -30% and that limit;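 further: parasites exposed to compound for two days anaerobically before the ATP read; on the % scale 0 is the no-effect control and ±100 the full control effect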
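Killing of trophozoites was scored by loss of ATP luminescence after a 48 hrs anaerobic exposure to compounds at 37 deg C, using 100 cells per well.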
PKM2 activator: activators of human pyruvate kinase M2. Potency, µM (doses to about 57.5 µM), inactives show at the top dose activation, usual class: activators. 0.34% of 260,000 active. purified PKM2, Kinase-Glo ATP luminescence, activation; response scale: 0% is enzyme alone, no compound. P14618; further: potency means the concentration at half of the fitted maximal effect; on the % scale 0 is the no-effect control and ±100 the full control effect; nearly all actives have a fitted effect of over 55% in size
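Purified hPK-M2 (>95%) run at intermediate activity with 0.1 mM ADP and 0.5 mM PEP in 50 mM imidazole pH 7.2, KCl, MgCl2; 1 h room temperature. ATP formed read by Kinase-Glo luminescence; normalized to uninhibited and no-enzyme controls.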
Numbers without * were called inactive; ? = inconclusive; · = not tested or not shown; [ ] = remark or other dose. Unless noted, the call rests on the fitted dose curve; in most records, active means well fitted curve in the direction sought with a large enough effect; inconclusive means small, poorly fitted or top-dose-only effect, or another doubt; inactive means no such curve, though single readings can be large; an effect the other way counts as inactive or inconclusive.

Every second line gives: KCNH2 WT inh	MLL CXXC-DNA inh	USP2a block	Menin-MLL TR inh	KCNH2 3.1 block	B2AR arrestin	GALK inh	TRPV1 ag	FBPA coupling cs	Giardia kill	PKM2 activator
> CCOc1ccccc1-c1nc(-c2ccc(NC(=O)Cc3ccccc3OC)cc2)no1
    -7	18%	-1%	6%	1	-0.1%	0%	6	-2	-19	-9%
> Cn1cc(S(=O)(=O)Nc2ccc(Oc3ccccc3)cc2)c(=O)n(C)c1=O
    -1	3%	0%	·	-7	0.4%	2%	-1	·	-18	1%
> Cc1nc2cc(CO)ccc2s1
    -2	4%	2%	6%	4	-0.4%	2%	7	5	18	7%
> O=C(Cn1cc(/C=C\[N+](=O)[O-])c2ccccc21)Nc1ccccc1
    2	-18%	-5%	·	33	0.0%	2%	-2	0	-14	-3%
> COCc1cc(/C=N\NC(=O)c2ccc(Cl)cc2)ccc1OC
    2	14%	0%	2%	-11	7.6%	0%	?	0	-8	0%
> C=CCN(C(=O)OC(C)(C)C)S(=O)(=O)NCc1ccccc1
    -2	·	4%	·	2	-0.1%	·	1	·	35[activator]	·
> CCOc1ccccc1NC(=O)C1CCCN(S(=O)(=O)c2cccc3nsnc23)C1 (stereo not given)
    2	8%	2%	0%	12	0.0%	-2%	2	2	9	24%
> O=C(COc1nncc2ccccc12)Nc1ccc(Br)cc1F
    -11	-3%	0%	?	-6	-0.3%	6%	-1	2	-20	0%
> CS(=O)(=O)Cc1cccc(C(=O)NC2CCSc3ccccc32)c1 (stereo not given)
    3	-17%	-4%	-19%	6	-0.2%	0%	4	0	-7	-2%
> Cc1cccc(-c2oc(C)c(C)[n+]2[O-])c1
    -12	?	2%	-1%	0	-0.1%	4%	7	6	-6	-1%
> Cc1ccc2cccc(S(=O)(=O)Nc3c(C)n(C)n(-c4ccccc4)c3=O)c2n1
    -4	2%	1%	14%	-7	-0.4%	0%	0	2	-12	-2%
> CCOC(=O)N1CCN(c2ccc(N3C(=O)CCCC3=O)cc2[N+](=O)[O-])CC1
    -3	-5%	-1%	4%	-5	0.1%	0%	-2	2	-5	-17%
> O=C1C2=C(C(c3ccccc3)=NCCN2)C(c2cccc([N+](=O)[O-])c2)N1c1ccccc1 (stereo not given)
    -26	4%	1%	-20%	?	2.9%	6%	-3	3	2	1%
> Cc1nnsc1NC(=O)OCc1ccc(C(C)(C)C)cc1
    0	12%	-6%	?	1	-1.3%	-1%	?	1	22	4%
> COC(=O)c1ccc(C2/C(=C(\O)c3ccc4c(c3)OCCO4)C(=O)C(=O)N2c2nnc(C)s2)cc1 (stereo not given)
    0	-3%	1%	14%	-4	-0.2%	0%	-2	7	6	·
> CC(=O)Nc1ccc(N(CC(O)Cn2c3ccccc3c3ccccc32)S(=O)(=O)c2ccc(C)cc2)cc1 (stereo not given)
    -25	4%	3%	-20%	-48	-0.9%	1%	7	-1	0	-2%
> CC(CCl)OC(C)CCl (stereo not given)
    1	·	1%	·	5	0.4%	·	2	·	-3	·
> O=C(N=NC(=O)c1ccco1)c1ccc2c(O)n(N3C(=O)c4ccccc4C3=O)c(O)c2c1
    1	1%	4%	4%	23	-1.5%	·	-2	6	-7	-4%
> Cc1ccc(C)c(-c2nnc(OCC(=O)Nc3cc(C)on3)c3ccccc23)c1
    -1	6%	-5%	-14%	12	-1.1%	0%	4	-5	-1	-10%
> Cc1ccc(NC(=O)c2c3c(nc4ccccc24)CCC3)cc1S(=O)(=O)N(C)C
    -2	20%	-2%	?	2	-0.1%	-3%	1	-2	9	-2%
> COc1cc(NC(=O)COC(=O)c2n[nH]c3ccccc23)c(C)cc1[N+](=O)[O-]
    -7	-3%	3%	?	7	-0.1%	9%	0	2	-11	0%
> Cc1ccc(N2C(N)=C(C#N)C(c3cc(CN4CCOCC4)cs3)C3=C2CC(C)(C)CC3=O)cc1 (stereo not given)
    3	-1%	0%	2%	14	-0.5%	-2%	-3	-11	-1	0%
> Cc1ccc(C(=O)NCCNS(=O)(=O)c2ccccc2)cn1
    -4	8%	2%	23%	8	0.4%	-1%	-1	-2	-17	2%
> CC(C)c1ccc(N(CC(=O)NC2CCCCC2)C(=O)CNC(=O)c2ccco2)cc1
    -3	-4%	1%	4%	-4	0.0%	1%	16	2	1	1%
> Cc1ccc(NC(=O)COc2cccc(-n3cnnn3)c2)cc1S(=O)(=O)N1CCOCC1
    -37	·	2%	·	18	-0.1%	·	1	·	-4	·
> CCC(=O)N1CCc2cc(Br)cc(S(=O)(=O)CCC(=O)NCC3CCCO3)c21 (stereo not given)
    -6	-4%	0%	3%	5	5.2%	1%	3	-6	3	6%
> CC(=O)C1=C(O)C(=O)N(CCCn2ccnc2)C1c1ccc(Cl)cc1 (stereo not given)
    22	-16%	3%	-6%	0	-0.1%	6%	1	-1	4	-12%
> Cc1noc(NS(=O)(=O)c2ccc(NC(=O)C(F)(F)F)cc2)c1C
    -6	4%	2%	4%	14	0.1%	0%	-1	1	-20	-7%
> Cc1[nH]nc(N=CC2=C(O)CC(c3ccco3)CC2=O)c1-c1ccc(Cl)cc1 (stereo not given)
    8	2%	2%	1%	-3	-0.3%	2%	-3	2	10	15%
> CCCn1c(CN2CCN(C(=O)OCC)CC2)nc2cc(NC(C)=O)ccc21
    3	-4%	9%	-8%	-1	0.0%	3%	-1	1	31[activator]	·

Arranged by number of heavy atoms (highest first): 3 of the compounds above.
Every second line gives: KCNH2 WT inh	MLL CXXC-DNA inh	USP2a block	Menin-MLL TR inh	KCNH2 3.1 block	B2AR arrestin	GALK inh	TRPV1 ag	FBPA coupling cs	Giardia kill	PKM2 activator
> COC(=O)c1ccc(C2/C(=C(\O)c3ccc4c(c3)OCCO4)C(=O)C(=O)N2c2nnc(C)s2)cc1 (stereo not given)
    0	-3%	1%	14%	-4	-0.2%	0%	-2	7	6	·
> Cc1ccc(C)c(-c2nnc(OCC(=O)Nc3cc(C)on3)c3ccccc23)c1
    -1	6%	-5%	-14%	12	-1.1%	0%	4	-5	-1	-10%
> O=C(COc1nncc2ccccc12)Nc1ccc(Br)cc1F
    -11	-3%	0%	?	-6	-0.3%	6%	-1	2	-20	0%

The listing picks up with the four entries that preceded the break.
Every second line gives: KCNH2 WT inh	MLL CXXC-DNA inh	USP2a block	Menin-MLL TR inh	KCNH2 3.1 block	B2AR arrestin	GALK inh	TRPV1 ag	FBPA coupling cs	Giardia kill	PKM2 activator
> CC(=O)C1=C(O)C(=O)N(CCCn2ccnc2)C1c1ccc(Cl)cc1 (stereo not given)
    22	-16%	3%	-6%	0	-0.1%	6%	1	-1	4	-12%
> Cc1noc(NS(=O)(=O)c2ccc(NC(=O)C(F)(F)F)cc2)c1C
    -6	4%	2%	4%	14	0.1%	0%	-1	1	-20	-7%
> Cc1[nH]nc(N=CC2=C(O)CC(c3ccco3)CC2=O)c1-c1ccc(Cl)cc1 (stereo not given)
    8	2%	2%	1%	-3	-0.3%	2%	-3	2	10	15%
> CCCn1c(CN2CCN(C(=O)OCC)CC2)nc2cc(NC(C)=O)ccc21
    3	-4%	9%	-8%	-1	0.0%	3%	-1	1	31[activator]	·
> CN(C(=O)CSc1ccccc1C(=O)O)C1CCCCC1
    -9	-26%	0%	1%	-9	-0.2%	1%	-3	4	16	-4%
> O=C(Nc1nnc(-c2cccs2)o1)c1cc(-c2ccccc2)nc2ccccc12
    -4	11%	2%	?	10	-0.4%	·	-1	7	-16	0%
> Cc1ccc(NS(=O)(=O)N2CCOCC2)cc1
    -11	-6%	5%	·	12	0.0%	-8%	-1	·	4	0%
> CC1CC(N(C(=O)c2ccco2)c2ccccc2)c2ccccc2N1C(=O)c1ccco1 (stereo not given)
    1	0%	1%	1%	-25	-1.8%	0%	14	0	14	1%
> CCCCCCCC(=O)NC1=NC(=O)C(C)(C)S1
    0	31%[activator]	11%	·	14	-0.7%	-4%	-3	3	-3	-1%
> COCCCNC(=O)CCc1nc2cccnc2n1Cc1ccc(OC)cc1
    -1	6%	-1%	-13%	-11	0.8%	-6%	1	1	-14	3%
> O=S(=O)(c1cccc(Cl)c1)N1CCSc2ccccc21
    6	·	0%	·	-8	-0.1%	·	1	·	5	·
> COc1ccc(-n2nc(C(=O)NCC(=O)Nc3cccc(Cl)c3)c3ccccc3c2=O)cc1
    3	0%	1%	29%	-10	0.3%	15%	0	1	22	0%
> O=C(COC(=O)CNC(=O)c1ccc(Br)cc1)NCCC1=CCCCC1
    16	1%	0%	-4%	-6	-0.2%	-1%	8	5	-4	2%

The list is partial, so the mix of outcomes need not match the whole.
